GPR55 beta-arrestin – selective activators of receptor GPR55 – imaging, U2OS cells, beta-arrestin-GFP redistribution, primary screen (AID 1961) | actives 0.048% (n = 290,000) | U2OS GPR55 beta-arrestin-GFP redistribution imaging; higher % means a stronger effect | one-dose activation, % at 10 µM; EC50 in µM for titrated hits;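 active = activation above 40% with more than 50 cells counted in the well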;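 note: U2OS osteosarcoma cells stably expressing GPR55 and beta-arrestin-GFP; plate controls were DMSO negative control for no effect and LPI positive control for full effect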
NTR1 ag – NTR1-driven beta-arrestin-GFP spot formation – imaging, U2OS cells, high content, primary screen (AID 493036) | actives 0.17% (n = 330,000) | activation, % at 20 µM | P30989 | agonist mode;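 active = activation at or above 40% of the spot to cytoplasm intensity ratio, with at least 20 cells analyzed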;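 note: 0% = DMSO without peptide and 100% = 100 nM NTR1 peptide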
Target sequence (P30989 whole entry, looked up): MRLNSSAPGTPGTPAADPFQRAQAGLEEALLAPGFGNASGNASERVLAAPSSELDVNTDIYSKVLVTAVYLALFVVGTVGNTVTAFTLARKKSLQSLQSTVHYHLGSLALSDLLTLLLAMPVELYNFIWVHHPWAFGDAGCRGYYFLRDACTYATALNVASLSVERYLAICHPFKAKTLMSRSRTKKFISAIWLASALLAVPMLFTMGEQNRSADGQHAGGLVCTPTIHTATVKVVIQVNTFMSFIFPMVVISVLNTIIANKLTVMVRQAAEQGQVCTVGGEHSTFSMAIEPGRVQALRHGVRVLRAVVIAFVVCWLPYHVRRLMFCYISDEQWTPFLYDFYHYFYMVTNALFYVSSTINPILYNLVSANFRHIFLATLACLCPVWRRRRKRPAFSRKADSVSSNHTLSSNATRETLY
Rac1 GTP hydrolysis – MgcRacGAP GTPase-activating activity inhibitors, confirmation, biochemical, ADP Hunter fluorescence. MgcRacGAP-stimulated Rac1 GTP hydrolysis, ADP Hunter fluorescence; higher % means a stronger effect; GST-tagged Rac1 F28L mutant substrate. one-dose inhibition, % at 30 µM; IC50 in µM for titrated hits. actives 0.6% (n = 340,000). AID 624330;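 active = first-screen hits whose inhibition reached a set limit at any dose in the follow-up dose series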;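 note: fluorescence reports GDP produced by GAP-driven GTP hydrolysis; strong numbers were not always called active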
NS5 inhibitors – Dengue-2 NS5 methyltransferase inhibitors, primary screen, biochemical, confirmation dose response (AID 588689) | Dengue-2 NS5 methyltransferase capping enzyme assay, biochemical; higher % means a stronger effect | one-dose inhibition, % at 25 µM; IC50 in µM for titrated hits | actives 0.3% (n = 340,000); in the data active = a potency from the dose series
AID2073 – disruptors of CaV2.2 binding to Mint1 – biochemical, HTRF (AID 2073) | HTRF protein-protein interaction, Mint1-CaV2.2; higher % means a stronger effect | inhibition, % at 20 µM; hits with a dose series show IC50 in µM | actives 0.19% (n = 290,000); in the data active = inhibition mostly above about 51%, no sharp cut-off; note: some results filed as inactive read as strong as hits
Large T inhibition – SV40 large T antigen inhibitors, biochemical (AID 1903); SV40 large T antigen ATPase/helicase inhibition assay; higher % means a stronger effect; inhibition, % at 20 µM, or IC50 in µM where a hit was titrated; actives 0.39% (n = 310,000); in the data active = a potency from the dose series; note: strong numbers were not always called active
GPR35 arrestin U2OS – inhibition of zaprinast-stimulated GPR35 beta-arrestin translocation – imaging, U2OS, beta-arrestin-GFP, zaprinast agonist, primary screen (AID 2058); U2OS GPR35 beta-arrestin-GFP translocation imaging, zaprinast antagonism; higher % means a stronger effect; inhibition, % at 10 µM; hits with a dose series show IC50 in µM; actives 0.052% (n = 290,000);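 active = inhibition of at least 50% with at least 30 cells and total cytoplasm GFP at most 10,000,000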
GPR55 LPI antagonism – inhibition of LPI-stimulated GPR55 beta-arrestin translocation – imaging, U2OS, beta-arrestin-GFP, LPI agonist, primary screen (AID 2013) | U2OS GPR55 beta-arrestin-GFP translocation imaging, LPI antagonism; higher % means a stronger effect | inhibition, % at 10 µM, or IC50 in µM where a hit was titrated | actives 0.13% (n = 290,000);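 active = spots per cell inhibited over 60%, with over 100 cells counted and total cytoplasm intensity under 500,000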;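 note: U2OS cells stably carrying GPR55 and arrestin-GFP stimulated by 5 µM LPI near EC80; imaged beta-arrestin-GFP aggregate spots per cell after agonist stimulation; plate controls were LPI-stimulated DMSO wells for no effect and DMSO wells without LPI for full effect; some results filed as inactive read as strong as hits; confirmed hits need IC50 under 10 µM and bright autofluorescent wells are also inconclusive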
Yfh1-depleted yeast – mitochondrial function rescue without frataxin homolog – Friedreich's ataxia, plus single-dose screen, dose response (AID 1465) | actives 0.074% (n = 220,000) | fold induction at 50 µM; hits with a dose series show EC50 in µM | S. cerevisiae Yfh1-off respiration, WST-1 reduction, 72 h; higher fold induction means a stronger effect;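 active = fold induction of absorbance versus untreated yeast above a set limit, then at least 30% activation at any dose in follow-up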;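 note: activators that raise dye reduction in frataxin-depleted yeast; strong numbers were not always called active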
NTR1 ag cell count 20 µM – further read-out of NTR1 ag, marked with its call; cell count; measured here: cell count, cytotoxicity flag
NS5 inhibitors pilot replicate – also measured in NS5 inhibitors; calls as there; inhibition, %; measured here: pilot screen replicate inhibition
Starred values were filed as active, the others as inactive; i = inactive; x = no result given.

SMILES	GPR55 beta-arrestin	NTR1 ag	NTR1 ag cell count 20 µM	Rac1 GTP hydrolysis	NS5 inhibitors	AID2073	Large T inhibition	GPR35 arrestin U2OS	GPR55 LPI antagonism	Yfh1-depleted yeast	others
O=C(CN1C(=O)c2cccc3cccc1c23)NCc1ccc2c(c1)OCO2	-0.1%	-1.0	82	9%	-2%	41%	4%	-7%	-15%	i
COCC(C)NS(=O)(=O)c1ccc(C(=O)NCCCn2ccc3ccccc32)cc1 (stereo unspecified)	-0.1%	1.6	43	5%	1%	-9%	3%	9%	-2%	x
CCc1nnc(NC(=O)c2ccc(-c3ccc(Cl)cc3)o2)s1	0.2%	1.0	75	-9%	-3%	27%	6%	-4%	9%	i
CCOC(=O)c1oc2cc(O)c(CC)cc2c(=O)c1-c1ccc2c(c1)OCCO2	0.9%	2.1	83	7%	1%	4%	19%	-2%	2%	i
CCN(CC(=O)NCc1ccco1)S(=O)(=O)c1ccc(F)cc1	-0.2%	-1.5	46	2%	4%	-12%	3%	12%	5%	x
COc1ccc(C(=O)CC(=O)C(=O)Nc2cc(Cl)c(OC)cc2OC)cc1	-0.3%	4.3	48	21%	-8%	17%	4%	-12%	8%	i
O=[N+]([O-])c1ccc(C(O)CSC(=S)N2CCCCC2)cc1 (stereo unspecified)	0.4%	2.4	107	4%	-1%	-6%	16%	-10%	5%	x
Cc1nnc(SCC(=O)N2c3ccccc3CC2C)s1 (stereo unspecified)	0.8%	-0.3	46	2%	-3%	48%	-3%	-13%	18%	i
Cc1cc(-c2ccco2)n2c(nc3ccccc32)c1C#N	-0.2%	-0.2	52	15%	x	32%	17%	4%	-3%	x
O=[N+]([O-])c1cccc(S(=O)(=O)N2CCN(S(=O)(=O)N3CCOCC3)CC2)c1	-0.2%	0.5	69	4%	-1%	-2%	7%	9%	-5%	x
Cc1[nH]oc(=O)c1N=Nc1c(Cl)cccc1Cl	-0.1%	2.1	63	7%	-2%	-1%	2%	-1%	0%	i
Cc1ccc2cc3c(N)c(C(=O)N4CC(=O)Nc5ccccc54)sc3nc2c1	1.0%	8.4	43	x	x	-5%	7%	1%	-29%	x
O=C(NC1CCCCC1)C1CCCN(S(=O)(=O)c2ccc(Br)s2)C1 (stereo unspecified)	0.1%	2.5	86	9%	x	-18%	16%	-7%	4%	i
O=C(CSC1=NC(=O)C(Cc2ccccc2)C(=O)N1)Nc1ncccn1 (stereo unspecified)	0.2%	-2.5	94	x	x	1%	22%	9%	5%	i
Nc1nc(SCC(=O)NCCOCCO)nc2sc3c(c12)CCCC3	-0.1%	0.1	106	8%	-4%	-2%	x	-9%	0%	i
O=C(CN1CCC(Cc2ccccc2)CC1)NC(=O)NCc1ccco1	0.3%	-0.6	56	0%	-2%	-6%	9%	10%	10%	i
N#Cc1nc(Cc2cccc3ccccc23)oc1NCCCN1CCOCC1	-0.1%	0.1	54	3%	2%	4%	13%	-2%	3%	i
COc1ccc(-n2nc(N)c3c(=O)oc(N(C)C)nc32)cc1	-0.1%	4.1	93	13%	-3%	-8%	6%	-5%	-4%	i	NS5 inhibitors pilot replicate=1.5
CN(C)S(=O)(=O)N1CCC(CO)(CCc2ccccc2)CC1	-0.3%	-0.2	46	-3%	5%	-2%	-1%	5%	-3%	i
COc1ccccc1NC(=O)CN(C)S(=O)(=O)c1ccc(F)cc1	0.0%	0.0	62	8%	1%	1%	8%	-7%	2%	i

Reprinted at random: 2 compounds from above.
SMILES	GPR55 beta-arrestin	NTR1 ag	NTR1 ag cell count 20 µM	Rac1 GTP hydrolysis	NS5 inhibitors	AID2073	Large T inhibition	GPR35 arrestin U2OS	GPR55 LPI antagonism	Yfh1-depleted yeast	others
COc1ccccc1NC(=O)CN(C)S(=O)(=O)c1ccc(F)cc1	0.0%	0.0	62	8%	1%	1%	8%	-7%	2%	i
O=C(CN1CCC(Cc2ccccc2)CC1)NC(=O)NCc1ccco1	0.3%	-0.6	56	0%	-2%	-6%	9%	10%	10%	i

(further entries)
SMILES	GPR55 beta-arrestin	NTR1 ag	NTR1 ag cell count 20 µM	Rac1 GTP hydrolysis	NS5 inhibitors	AID2073	Large T inhibition	GPR35 arrestin U2OS	GPR55 LPI antagonism	Yfh1-depleted yeast	others
CN(C)c1ccc(/C=N/NC(=O)CNC(=O)/C=C/c2ccccc2)cc1	0.0%	-0.1	55	10%	4%	-4%	23%	6%	13%	x
C(=N\n1cnnc1)/c1ccc2ncccc2c1	-0.1%	-1.3	63	8%	-3%	35%	6%	29%	5%	i
NS(=O)(=O)c1cc2c(cc1Cl)NC(C1CC3C=CC1C3)NS2(=O)=O (stereo unspecified)	x	1.4	43	-9%	-1%	x	0%	x	x	x
CC(C)(C)N1C(=O)c2ccc(C(=O)Nc3cc(C(=O)O)cc(C(=O)O)c3)cc2C1=O	0.0%	0.6	67	13%	-2%	10%	21%	-14%	5%	x
CC(C)Cn1cc(C(=O)N2CCC(C)CC2)c2c3ccccc3n(C)c2c1=O	0.1%	3.3	52	9%	2%	-6%	21%	-14%	2%	i
O=C(Nc1cccc(C(F)(F)F)c1)c1cc(-c2ccco2)on1	0.0%	1.9	50	5%	-5%	15%	4%	-4%	8%	x
CS(=O)(=O)N(CC(O)Cn1c2ccccc2c2ccccc21)c1ccccc1 (stereo unspecified)	-0.2%	2.0	39	12%	-1%	8%	0%	-7%	14%	i
CCCCNC(=O)COC(=O)c1c2c(nc3ccccc13)CCC2	0.6%	8.8	58	11%	4%	27%	12%	11%	-12%	x
CCOC(=O)c1cnn(-c2cc(Oc3ccccc3C)ncn2)c1N	-0.1%	5.7	44	3%	22%	-1%	8%	-16%	4%	i
O=C(O)CCCNS(=O)(=O)c1ccc2ccccc2c1	-0.3%	-1.3	64	-6%	0%	-4%	6%	0%	3%	i
CN(C)S(=O)(=O)c1ccc(C(=O)N2CC(=O)Nc3ccc(F)cc3C2c2ccc(F)cc2)cc1 (stereo unspecified)	0.5%	0.3	84	6%	-5%	17%	23%	-12%	0%	x
Cc1cc(C(=O)NC(Cc2ccccc2)C(=O)O)c(C)o1 (stereo unspecified)	0.6%	1.4	60	-41%	-5%	3%	11%	54%	-1%	i
Cc1cc(C)nc(SC(C)C(=O)N/N=C/c2cccs2)n1 (stereo unspecified)	0.3%	-0.2	52	0%	2%	5%	7%	0%	1%	i
Cc1ccc(N2CC(C(=O)Nc3nccs3)CC2=O)cc1 (stereo unspecified)	-0.3%	-0.7	48	2%	-2%	0%	1%	2%	-2%	i
OCCCNCc1ccc(Cl)cc1Cl	-0.1%	2.1	63	-1%	-10%	1%	-1%	7%	-1%	i
CC1CCC(NC(=O)CCn2ccc3cc(S(=O)(=O)N4CCCC4)ccc32)CC1 (stereo unspecified)	-0.2%	-0.8	44	-3%	11%	8%	3%	-9%	-11%	x
CCC(C(=O)NCCCN(CC)Cc1ccccc1)n1nc(C)c2sc3ccccc3c2c1=O (stereo unspecified)	-0.2%	-0.1	59	-3%	4%	-7%	0%	3%	1%	x
COc1ccc(S(=O)(=O)N2CCC(C(=O)NC3CC(C)(C)NC(C)(C)C3)CC2)cc1	0.2%	-0.4	61	-10%	0%	0%	3%	0%	2%	x
O=C1C2C3C=CC(C3)C2C(=O)N1Cc1ccccc1 (stereo unspecified)	-0.3%	-0.8	73	6%	2%	-4%	4%	17%	12%	i
O=C1CC(=C(c2ccccc2)c2ccccc2)C(=O)N1CCCN1CCN(c2cccc(Cl)c2)CC1	-0.4%	1.9	33	11%	-3%	10%	-8%	-9%	9%	i
CCOC(=O)c1ccc(NC(=O)c2cc(S(=O)(=O)N3CCOCC3)cn2C)cc1	-0.1%	0.1	72	-3%	-1%	-6%	91%	-3%	-23%	x
COC(=O)c1ccc(COc2cc([N+](=O)[O-])cc3cccnc23)cc1	0.3%	1.7	59	x	x	-43%	0%	-4%	3%	i
OCc1nnn(-c2cccc(C(F)(F)F)c2)c1CO	-0.2%	-0.5	39	9%	-10%	3%	-1%	-2%	7%	i
Cc1cccc(N2CCN(C(=O)C(C)C)CC2)c1C	-0.1%	-4.1	92	7%	4%	-1%	-3%	-2%	2%	i
C[C@H](NC(N)=O)C(=O)Nc1ccc2c(c1)OCO2	-0.2%	0.8	58	9%	1%	3%	24%	13%	8%	i
c1ccc(SCCc2ccncc2)cc1	0.2%	1.2	58	8%	1%	-21%	-3%	0%	4%	i
COc1ccc(-n2nc(C(=O)NCC(=O)N3CCN(c4ccccc4F)CC3)c3ccccc3c2=O)cc1OC	-0.1%	0.3	54	0%	-5%	19%	-2%	-27%	5%	x
Cc1n[nH]c(=S)n1-c1ccccc1	0.3%	1.0	48	-1%	6%	-34%	5%	8%	0%	i
CSc1cc(CS(=O)(=O)c2ccccc2)nc(-c2ccccc2)n1	-0.1%	0.6	49	7%	-3%	5%	3%	16%	10%	x
CCN(CC)CCNC(=O)Cc1nn(Cc2ccccc2)c(=O)c2ccccc12	0.0%	2.6	40	6%	-3%	-1%	5%	6%	14%	i
C=CCn1c(C)nnc1SCC(=O)Nc1nccs1	0.6%	0.6	62	11%	1%	6%	-9%	1%	9%	x
Nc1c(-c2ccc(F)cc2)cnn1C1CCS(=O)(=O)C1 (stereo unspecified)	-0.2%	-0.7	56	5%	3%	-4%	6%	3%	9%	i
COc1ccc(OC)c(NC(=O)CC2(CC(=O)O)CCCC2)c1	-0.2%	-1.5	42	5%	-5%	23%	5%	-2%	14%	x
Cn1c(/C=N/c2nc3ccccc3[nH]2)nc2ccccc21	0.0%	-1.3	48	12%	1%	11%	8%	-10%	12%	i
OCCNc1ncnc2c1nnn2Cc1ccccc1	0.5%	2.6	59	8%	6%	-1%	x	-8%	11%	x
CN(CCOc1ccc(F)cc1)Cc1ccccc1	-0.1%	2.4	43	31%	-5%	10%	10%	-4%	-15%	x
O=C1/C(=C/c2cccnc2)SC(=S)N1NS(=O)(=O)c1ccccc1	0.0%	0.2	53	9%	6%	1%	4%	-6%	-6%	x
CCCc1cc(=O)oc2c(C)c(OCC(=O)N3CCC[C@@H]3C(=O)O)ccc12	-0.1%	0.8	90	8%	3%	14%	2%	4%	-9%	x
O=C(NCC1CCCO1)c1nn2c(C(F)(F)F)cc(-c3ccc(Br)o3)nc2c1Br (stereo unspecified)	x	0.0	39	7%	6%	32%	7%	-4%	3%	x
C=CCn1c(SCC(=O)Nc2cc(C)c(Cl)cc2OC)nnc1-c1ccco1	-0.2%	3.2	70	8%	-1%	0%	19%	2%	0%	i	NS5 inhibitors pilot replicate=-0.9

Assay outcomes as filed in PubChem.
